High-throughput results deposited in PubChem BioAssay by several laboratories.
pCIP destab: compounds decreasing mouse p/CIP protein stability; decrease of EGFP signal, % at 10 µM; AID 1984; 0.01% of 290,000 active; F442A p/CIP-EGFP cells, EGFP fluorescence, 16 h; Q05BA5;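 active = EGFP signal decrease of at least 30% at 10 µM or well 3 SD below plate mean, unless failing retest; inactive = the rest, including hits failing retest or dose response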; note: some compounds called inactive have numbers as strong as hits; many of its hits are not listed in these tables
UBC9 SUMO inh: blocks human SUMOylation mediated by UBC9; P63279; inhibition, % at 35 µM; AID 2006; HTRF SUMOylation assay, SAE1/SAE2 + UBC9, in vitro; 0.36% of 290,000 active; in the data active = inhibition above about 50%, passing the limit was not always enough; note: strong numbers were not always called active
Target sequence (P63279 whole entry, looked up): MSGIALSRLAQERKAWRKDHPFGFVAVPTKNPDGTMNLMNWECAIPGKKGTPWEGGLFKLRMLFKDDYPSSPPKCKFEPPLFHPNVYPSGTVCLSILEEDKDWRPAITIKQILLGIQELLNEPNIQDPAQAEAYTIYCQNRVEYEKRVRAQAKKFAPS
VIM-2 inhibitor: blocks Pseudomonas aeruginosa VIM-2 metallo-beta-lactamase | 0.89% of 290,000 active | purified VIM-2, nitrocefin hydrolysis, epi-absorbance fluorescence | inhibition, % at 5.6 µM;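 active = inhibition above the mean of all tested compounds plus 3 SD, cutoff set per screening run, cut at about 7.5% in these data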;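 note: red hydrolysis product quenches plate fluorescence so inhibitors raise well fluorescence; 0% = enzyme with DMSO and 100% = DMSO without enzyme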
NS3 helicase inh: blocks Hepatitis C virus NS3 helicase unwinding | inhibition, % at 10.9 µM | 0.56% of 290,000 active | AID 1800 | NS3 helicase DNA unwinding, Cy5 molecular beacon fluorescence;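 active = inhibition above the mean of all tested compounds plus 3 SD, set per campaign, cut at about 35% in these data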;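 note: 0% = DMSO wells and 100% = thioflavine S control wells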
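Assay system: hepatitis C virus NS3 helicase domain fragment enzyme. Also added: annealed dual-labelled DNA beacon duplex, ATP-started. Timing: 1 h reaction at 25 °C, ATP-initiated. Technique: Cy5 fluorescence at 0 and 60 min, beacon hairpin quenching. Evaluation: % inhibition of unwinding. Replication: one well per compound.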
PfM18AAP inh: PfM18AAP enzyme inhibition; recombinant PfM18AAP, H-Glu-NHMec fluorogenic cleavage; inhibition, % at 7.35 µM; 1.2% of 290,000 active; AID 1822;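 active = inhibition above the campaign mean inhibition over all tested compounds plus 3 SD, cut at about 28% in these data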;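 note: 0% = plate median of test compound wells and 100% = 2 mM ZnCl2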
IDE inh: inhibitors of human insulin-degrading enzyme in cells; inhibition, % at 5.59 µM; HEK cells, FAbetaB cleavage, fluorescence polarization; P14735; AID 434962; 0.41% of 320,000 active;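 active = percent inhibition above the average of all tested compounds plus 3 SD, set per screening campaign, cut at about 16% in these data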;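 note: IDE supplied by intact live HEK cells; FP after avidin binding of uncleaved biotin substrate so inhibition keeps polarization high; 0% = DMSO wells and 100% = 60 µM reference IDE inhibitor Ii1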
IMP-1 inhibitor: inhibitors of Pseudomonas aeruginosa IMP-1 metallo-beta-lactamase | purified IMP-1, nitrocefin hydrolysis, epi-absorbance fluorescence | inhibition, % at 5.6 µM | 0.45% of 290,000 active;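 active = inhibition above the mean plus 3 SD of all compounds in the same screening run, cut at about 4.5% in these data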;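 note: 0% = IMP-1 with DMSO and 100% = DMSO wells lacking enzyme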
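System: Purified IMP-1 | Read-out basis: Percent enzyme inhibition | Controls: IMP-1 with DMSO as 0%, enzyme-free DMSO as 100% | Replicates: One well per compound | Doses: 5.6 µM nominal single concentration | Detection: Epi-absorbance fluorescence, 480 nm excitation, 530 nm emission | Incubation: 25 °C, 15 min preincubation, 25 min reaction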
IDE act: IDE (human) activation, cell-based | HEK cells, FAbeta-B cleavage, fluorescence polarization; 0% vehicle, 100% cell-free pure enzyme wells | activation, % at 5.96 µM | 0.073% of 340,000 active;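 active = activation above the mean of all tested compounds plus 3 SD, set per screening campaign, cut at about 17% in these data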
FID counter: displaces DNA intercalator in HCV helicase counter-screen; DNA fluorescent intercalator displacement, fluorescence; inhibition, % at 7.9 µM; 0.17% of 290,000 active; in the data active = inhibition above about 37%;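 note: 0% = vehicle and 100% = reference compound; higher means more ethidium bromide displaced from hairpin DNA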
Numbers without * were called inactive; / = not tested or not shown.

Compound | pCIP destab | UBC9 SUMO inh | VIM-2 inhibitor | NS3 helicase inh | PfM18AAP inh | IDE inh | IMP-1 inhibitor | IDE act | FID counter
O=C(COc1ccc2c(C(F)(F)F)cc(=O)oc2c1)NCc1cccs1 | 7 | 26 | -1.7 | -5 | -2 | -3 | -1.3 | 0 | -14
Cc1ccc(N2CC(=O)Nc3c(sc4nc(C)cc(C)c34)C2=O)cc1 | -6 | 10 | -2.1 | 1 | 4 | 4 | -2.9 | 5 | -5
O=C(Nc1ccc(F)c(F)c1)c1ccc(F)c(S(=O)(=O)N2CCC3(CC2)OCCO3)c1 | -1 | 2 | -4.9 | -7 | -1 | 0 | -3.2 | 5 | -5
O=C(NC(c1ccccc1)c1ccccc1)N1CCN(CCO)CC1 | 10 | 7 | -1.3 | 4 | -6 | 9 | -1.2 | 0 | 0
CS(=O)(=O)N(CC(=O)Nc1ccccc1C(=O)N1CCOCC1)c1cccc(F)c1 | -7 | -13 | -1.5 | -1 | -2 | 2 | -1.6 | 4 | -5
Cc1c(N2C(=O)CS/C2=N\N=C\c2ccc(Cl)cc2)c(=O)n(-c2ccccc2)n1C | -14 | 18 | -0.9 | 2 | 3 | -4 | -2.9 | 7 | -27
Cc1c(NC(=O)C2(C)CCCCC2)c(=O)n(-c2ccccc2)n1C | -20 | 16 | 1.0 | -6 | -12 | 8 | -1.5 | 1 | 2
COc1cc2c(cc1OC)[C@H](Cc1ccc(O)cc1)NCC2 | -9 | 2 | -0.9 | -3 | 1 | 5 | -2.3 | 3 | -3
O=C(CC1C(=O)NCCN1Cc1ccc(Cl)c(F)c1)NCC1CCOCC1 (stereo unspecified) | -4 | 26 | 0.8 | -1 | -9 | 1 | -1.1 | 7 | -9
Nc1ccc(S(=O)(=O)N2CCCc3ccccc32)cc1 | 4 | -11 | -4.7 | 2 | 0 | 3 | -3.2 | 6 | 0
CCn1c(SCC(=O)O)nc2sc3c(c2c1=O)CCC3 | -9 | 14 | -1.7 | -1 | -5 | 2 | -1.4 | 0 | -1
Cc1cc(NC(=O)CCOc2ccc(F)cc2)no1 | -12 | 8 | -1.4 | -5 | -5 | / | -2.6 | 1 | 3
COc1ccccc1N1CCN(C(=O)NC23CC4CC(CC(C4)C2)C3)CC1 | -18 | 6 | -1.1 | -18 | -6 | -2 | -1.1 | 2 | -33
Fc1cccc(NC(=S)NCc2ccccn2)c1 | -14 | 7 | -3.7 | 3 | 5 | 4 | -4.3 | 3 | -5
Cc1ccc2nc(NC(=O)C(NS(=O)(=O)c3cccc4nsnc34)C(C)C)sc2c1 (stereo unspecified) | 5 | 7 | 0.8 | 1 | -11 | -4 | -1.3 | 8 | 1
COc1ccc(C(=O)Nc2nnc(S(=O)(=O)N(C)Cc3ccccc3)s2)cc1 | -3 | 8 | 0.2 | 33 | 4 | -2 | 1.3 | 7 | 2
COC(=O)CNC(=O)COC(=O)c1ccc(OC)c([N+](=O)[O-])c1 | 2 | -1 | -3.9 | 1 | -8 | 2 | -0.5 | 1 | 1
O=C(OCn1nnc2ccccc2c1=O)c1cccnc1 | -11 | -9 | -0.6 | 3 | -4 | -2 | -0.4 | 3 | 0
COC(=O)c1cc(C)cc(=O)o1 | -3 | 25 | -0.4 | -9 | -12 | 1 | -0.7 | 3 | -1
CCOC(=O)CCc1c(C)nc2c(c(C)nn2C(C)(C)C)c1C | 3 | 3 | 2.3 | -3 | 2 | 5 | -3.0 | 3 | -1
Cn1nnnc1Sc1ccc(C(=O)O)cc1[N+](=O)[O-] | 3 | -2 | -2.6 | 6 | 1 | 1 | -3.4 | 1 | 0
COc1cccc(-c2cc(C(F)(F)F)nc(-n3cc(C)cn3)n2)c1 | -3 | 19 | 4.5 | -3 | -13 | -1 | -3.1 | 0 | -21
O=C(NN=C1C2CC3CC(C2)CC1C3)c1cccc(S(=O)(=O)N2CCOCC2)c1 | -8 | 3 | -3.3 | -19 | 0 | 2 | -2.8 | -6 | -7
CCSc1nc(-c2ccccc2)c2cc(Cl)ccc2n1 | -3 | 2 | -2.3 | 4 | -3 | -3 | -1.6 | 0 | 1
CCN(CC)c1nc(-c2ccccn2)nc(-c2ccccc2)c1C#N | -11 | -13 | -0.8 | -7 | -1 | 0 | -9.2 | 2 | -37
CCCc1cc(C(=O)NC2CCCC2)no1 | -5 | 1 | -3.0 | 8 | -6 | 4 | -2.8 | -4 | -1
COc1ccccc1N1CCN(C(=O)Cn2cnc3c2c(=O)n(C)c(=O)n3C)CC1 | -1 | 12 | 1.2 | 1 | -16 | -3 | 1.5 | 6 | -14
COc1cccc(CNC(=O)C(=O)NCC2OCCCN2S(=O)(=O)c2cc(C)ccc2C)c1 (stereo unspecified) | 0 | -2 | -2.6 | -8 | 4 | 1 | -1.4 | 4 | -43
Cc1ccc(CC2C(=O)N(c3cc(C)ccc3C)C(=O)C2C)cc1 (stereo unspecified) | 1 | -5 | -0.6 | -24 | -4 | 5 | -3.0 | -2 | -26
CC(CN1CCOCC1)OC(=O)c1ccc(C(C)(C)C)cc1 (stereo unspecified) | 4 | 7 | 2.0 | 2 | -1 | 0 | 1.0 | 2 | -14
Cc1ccc(S(=O)(=O)n2nc(OC(=O)C3CCCCC3)cc2N)cc1 | -1 | 4 | 2.6 | 8 | 1 | 3 | -0.2 | 4 | -4
CCO[C@@H]1OC(C(=O)N2CCCCCCC2)=C[C@H](C2CCCCC2)[C@H]1CCCO | -3 | 16 | -1.4 | 4 | -15 | 3 | -1.5 | 2 | -33
O=C(O)C1CCCN1C(=O)OCc1ccccc1 (stereo unspecified) | -5 | -4 | -3.2 | 1 | -2 | -9 | -1.6 | -2 | 1
Cc1ccc(-c2nnc(SCC(=O)Nc3nccs3)n2N)cc1 | -4 | -24 | -1.1 | -4 | 7 | -3 | -1.6 | 3 | -3
COc1cc(NC(=O)CN(C)S(=O)(=O)c2ccc3c(c2)CCC(=O)N3)cc(OC)c1 | 3 | -1 | -0.8 | 10 | 0 | 3 | -4.3 | 9 | -12
COc1ccc(N2CCN(C(=O)c3cc4c(-c5ccc(Cl)cc5)nn(C)c4s3)CC2)cc1 | 6 | -2 | 0.5 | -1 | -7 | 1 | -4.6 | 3 | -3
COc1cccc(C2C=C(Nc3ccccc3)C(=O)N2c2ccccc2)c1 (stereo unspecified) | -19 | 5 | -2.7 | 27 | -2 | 14 | -4.7 | -3 | -22
O=C(CC1(O)C(=O)N(Cc2cccc3ccccc23)c2ccccc21)c1cccnc1 (stereo unspecified) | -20 | -1 | -2.5 | -3 | 8 | -4 | -2.6 | 4 | -13
Cc1ccc(-c2nc3cc(N)ccc3o2)cc1 | 7 | 52* | -3.3 | 0 | 0 | 6 | -1.9 | 3 | -5
O=C(Nc1ccccc1)N1CC=C(c2ccc(F)cc2)CC1 | -15 | 8 | -3.0 | -9 | 0 | 10 | 0.6 | -8 | -7
CCCCOc1ccc(-c2nnn(C(C)C(=O)OCC)n2)cc1 (stereo unspecified) | -2 | -7 | 0.4 | -6 | -4 | 6 | -0.1 | 2 | -12
CCOC(=O)Cc1csc(NC(=O)c2ccc(Br)o2)n1 | -6 | -7 | -1.6 | -6 | 7 | 3 | -2.8 | 4 | -9
O=C(CN1C(=O)NC2(CCCCCC2)C1=O)N1CCN(S(=O)(=O)c2ccccc2)CC1 | 15 | -4 | -3.0 | -2 | 3 | -10 | -2.9 | 3 | -31
CC(=O)Nc1cc(-c2nn(C)c(=O)c3ccccc23)ccc1N1CCCCC1 | -12 | 14 | -1.7 | -1 | -4 | -3 | -1.1 | 3 | -3
COc1ccc(CN2CCN(Cc3csc(C(C)=O)c3)CC2CCO)c(C)c1C (stereo unspecified) | 8 | 10 | -2.0 | -15 | 0 | 8 | -0.9 | 4 | 13
CCN(CC)c1nc(Oc2ccc(C(=O)OC)cc2)nc(N2CCOCC2)n1 | 10 | 2 | -4.1 | -4 | 2 | -2 | -2.5 | 0 | -13
Cc1onc(-c2ccccc2Cl)c1C(=O)N1CCN(c2ccccc2)CC1 | -1 | 10 | 0.0 | 0 | -1 | -2 | -4.0 | -1 | -8
Cc1ccc(OCCCN2CCOCC2)c([N+](=O)[O-])c1 | 1 | 16 | 0.1 | -6 | 3 | 3 | 0.5 | 1 | 6

Grouped by structure, the entries above with two or more sulfur atoms
Compound | pCIP destab | UBC9 SUMO inh | VIM-2 inhibitor | NS3 helicase inh | PfM18AAP inh | IDE inh | IMP-1 inhibitor | IDE act | FID counter
CCn1c(SCC(=O)O)nc2sc3c(c2c1=O)CCC3 | -9 | 14 | -1.7 | -1 | -5 | 2 | -1.4 | 0 | -1
Cc1ccc2nc(NC(=O)C(NS(=O)(=O)c3cccc4nsnc34)C(C)C)sc2c1 (stereo unspecified) | 5 | 7 | 0.8 | 1 | -11 | -4 | -1.3 | 8 | 1
COc1ccc(C(=O)Nc2nnc(S(=O)(=O)N(C)Cc3ccccc3)s2)cc1 | -3 | 8 | 0.2 | 33 | 4 | -2 | 1.3 | 7 | 2
Cc1ccc(-c2nnc(SCC(=O)Nc3nccs3)n2N)cc1 | -4 | -24 | -1.1 | -4 | 7 | -3 | -1.6 | 3 | -3

Entries listed so far that contain a nitro group on carbon (3):
Compound | pCIP destab | UBC9 SUMO inh | VIM-2 inhibitor | NS3 helicase inh | PfM18AAP inh | IDE inh | IMP-1 inhibitor | IDE act | FID counter
COC(=O)CNC(=O)COC(=O)c1ccc(OC)c([N+](=O)[O-])c1 | 2 | -1 | -3.9 | 1 | -8 | 2 | -0.5 | 1 | 1
Cn1nnnc1Sc1ccc(C(=O)O)cc1[N+](=O)[O-] | 3 | -2 | -2.6 | 6 | 1 | 1 | -3.4 | 1 | 0
Cc1ccc(OCCCN2CCOCC2)c([N+](=O)[O-])c1 | 1 | 16 | 0.1 | -6 | 3 | 3 | 0.5 | 1 | 6

(continued)
Compound | pCIP destab | UBC9 SUMO inh | VIM-2 inhibitor | NS3 helicase inh | PfM18AAP inh | IDE inh | IMP-1 inhibitor | IDE act | FID counter
CCOC(=O)C1=C(C)NC(C)=C(C(=O)OCC)C1c1cc(N)ccc1OC(F)F | -3 | -8 | -1.3 | 2 | 3 | -3 | -2.3 | -5 | -12
O=C(NCCCN1CCCCC1)c1ccc2c(=O)n(CCc3ccccc3)c(=O)[nH]c2c1 | 8 | 19 | -0.2 | -42 | 1 | 0 | -1.1 | 3 | 17
O=[N+]([O-])c1cccc2c1ccc1ncccc12 | -6 | 10 | 2.3 | 3 | -4 | 2 | -2.6 | -3 | 3
COc1cc(COCC(O)CN2CCOCC2)cc(OC)c1OC (stereo unspecified) | -19 | 9 | -0.9 | -2 | 0 | -3 | -2.7 | 5 | -3
CC(C)C(=O)Nc1ccc(N2CCCC2)c(Cl)c1 | 8 | -2 | -6.3 | -7 | 1 | 1 | -2.6 | 1 | -4
